Screening results: PubChem, NMMLSC
Bim-Bcl-2: human Bim-Bcl-2 interaction inhibition; inhibition, % at 10 µM; P10415; AID 950; Bead-based flow cytometry, Bim peptide-Bcl-2 binding; 0.06% of 190,000 active; in the data active = inhibition above about 40%; inconclusive = no clear call, values can overlap the other calls;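 also: 0% = no compound wells with probe peptide and 100% = reference peptide inhibitor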
Bcl-XL Bim block: inhibitors of Bim-Bcl-XL interaction, human; Q07817; Bim peptide-Bcl-XL binding, bead flow cytometry, fluorescence; inhibition, % at 10 µM; 0.04% of 190,000 active; AID 1007
Target sequence (Q07817 whole entry, looked up): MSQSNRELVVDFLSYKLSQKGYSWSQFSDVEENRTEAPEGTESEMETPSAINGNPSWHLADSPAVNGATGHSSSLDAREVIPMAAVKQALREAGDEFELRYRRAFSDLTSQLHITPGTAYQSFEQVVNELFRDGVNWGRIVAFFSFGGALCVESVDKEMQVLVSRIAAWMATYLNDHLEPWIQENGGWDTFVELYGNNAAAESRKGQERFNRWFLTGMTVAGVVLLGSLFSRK
Bfl-1 Bim block: human Bim-Bfl-1 interaction inhibition. AID 1008. inhibition, % at 10 µM. Q16548. Bead-based flow cytometry, Bim-Bfl-1 binding inhibition. 0.12% of 190,000 active;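 also: 0% = wells without compound plus tracer and 100% = blocker peptide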
ABCB1 block: blocks JC-1 efflux by human ABCB1 transporter | CCRF-Adr cells, flow cytometry | 0.067% of 190,000 active | inhibition, % at 6.6 µM | P08183 | AID 1326; in the data active = inhibition above about 40%;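 also: 0% = vehicle and 100% = reference inhibitor; higher value means more JC-1 retained so stronger ABCB1 efflux block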
Bcl-W Bim block: disrupts Bim peptide binding to human Bcl-W. inhibition, % at 10 µM. bead-based flow cytometry. 0.02% of 190,000 active. AID 952. Q92843;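 also: 0% = bound tracer without compound and 100% = peptide blocker; higher means less fluorescent Bim peptide bound to Bcl-W beads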
Target sequence (Q92843 whole entry, looked up): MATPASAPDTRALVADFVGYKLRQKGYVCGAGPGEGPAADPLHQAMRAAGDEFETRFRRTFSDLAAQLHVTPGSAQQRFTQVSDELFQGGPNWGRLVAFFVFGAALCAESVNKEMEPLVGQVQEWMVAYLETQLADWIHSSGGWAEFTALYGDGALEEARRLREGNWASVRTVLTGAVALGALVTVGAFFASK
GSH bead fluor: GSH bead compound fluorescence profile | AID 1776 | fluorescence (KMESF) at 10 µM | GSH beads flow cytometry, compound fluorescence 488/530 nm; hits give high values | 0.25% of 190,000 active; in the data active = fluorescence above about 89;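 also: glutathione beads carrying GST-tagged Bcl family fusion proteins plus one bare bead set; values are compound well signal with DMSO vehicle wells as background; inactives centre near 16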
RGS7-Gao reg: modulates binding of RGS7 to human Galphao | P09471 | Multiplexed bead flow cytometry; actives lie on both sides | binding response (% of control), % at 10 µM | 0.35% of 220,000 active; in the data active = binding response below about 49% or above about 150%; inconclusive = no clear call, values can overlap the other calls; inactive = in between;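 also: fluorescent Galphao held in activated GDP-AlF4 state binding bead-coupled RGS7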
Target sequence (P09471 whole entry, looked up): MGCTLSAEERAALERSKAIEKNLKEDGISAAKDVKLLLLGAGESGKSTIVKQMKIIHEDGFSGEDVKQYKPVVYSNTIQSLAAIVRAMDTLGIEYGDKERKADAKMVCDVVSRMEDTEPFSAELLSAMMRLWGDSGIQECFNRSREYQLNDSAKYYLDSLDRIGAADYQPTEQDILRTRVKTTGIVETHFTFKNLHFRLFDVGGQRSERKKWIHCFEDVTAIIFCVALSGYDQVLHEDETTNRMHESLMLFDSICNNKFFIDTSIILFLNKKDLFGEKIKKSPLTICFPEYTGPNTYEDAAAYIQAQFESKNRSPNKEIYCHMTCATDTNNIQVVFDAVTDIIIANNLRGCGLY
Avidin bead fluor: compound fluoresces at 488/530 nm on avidin beads; 0.38% of 220,000 active; fluorescence (KMESF) at 10 µM; compound fluorescence 488/530 nm, flow cytometry; hits give high values; in the data active = fluorescence above about 47; also: inactives centre near 10
ABCG2 block: inhibitors of human ABCG2 transporter, ABCB1 counter-screen | inhibition, % at 6.6 µM | AID 1325 | IgMXP3 cells, JC-1 efflux, flow cytometry | 0.1% of 190,000 active;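 active = inhibition above 80%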;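 also: 0% = DMSO and 100% = nicardipine control wells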
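Test system: IgMXP3 (ABCG2) plus far-red-tagged CCRF-Adr (ABCB1) cells. Reagent: JC-1 dye as substrate. Timing: 10 min exposure at 25 °C with rotation, no wash. Measured by: flow cytometric JC-1 green MFI at 530 nm. Read-out: percent efflux inhibition, scaled nicardipine 100% to DMSO 0%. Control set: nicardipine and DMSO wells.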
RGS4-Gao reg: human RGS4-Galphao interaction regulation; AID 1415; P09471; Multiplexed bead flow cytometry, RGS4-Galphao binding; actives lie on both sides; 0.33% of 220,000 active; binding response (% of control), % at 10 µM; in the data active = binding response below about 49% or above about 150%; inactive = in between;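 also: fluorescent Galphao activated with aluminum fluoride binding bead-coupled RGS4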
Bim-Bcl-B: human Bim-Bcl-B interaction inhibition. Q9HD36. bead-based flow cytometry, Bim peptide-Bcl-B binding. inhibition, % at 10 µM. 0.073% of 190,000 active. AID 951;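 also: 0% = tracer peptide without compound and 100% = reference inhibitor peptide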
Target sequence (Q9HD36 whole entry, looked up): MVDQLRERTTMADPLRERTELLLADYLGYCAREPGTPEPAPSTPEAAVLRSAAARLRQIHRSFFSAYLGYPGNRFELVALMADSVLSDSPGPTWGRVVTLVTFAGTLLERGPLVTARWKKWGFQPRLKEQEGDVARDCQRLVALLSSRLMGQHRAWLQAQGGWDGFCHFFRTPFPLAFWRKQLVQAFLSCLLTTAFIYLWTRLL
Starred values were filed as active, the others as inactive; u = inconclusive; x = no result given. Rule as the data show it, unless noted: active = inhibition above about 40%.

SMILES | Bim-Bcl-2 | Bcl-XL Bim block | Bfl-1 Bim block | ABCB1 block | Bcl-W Bim block | GSH bead fluor | RGS7-Gao reg | Avidin bead fluor | ABCG2 block | RGS4-Gao reg | Bim-Bcl-B
COc1ccc(OC)c(C2C(C#N)=C(N)Oc3c2c(C)nn3-c2ccc(C)cc2)c1 (stereo unspecified) | -3 | 2 | 0 | 0.2 | 0 | 16 | 95 | 31 | 1 | 97 | 2
O=C(Nc1ccccc1)N1CCCc2ccccc21 | 9 | -8 | -1 | 0.7 | 0 | 37 | 100 | 8 | 2 | 103 | 3
COc1ccc(-c2[nH]ncc2CN(C)Cc2nonc2C)c(OC)c1 | -2 | -2 | -2 | 0.1 | 0 | 14 | 99 | 2 | 5 | 101 | -10
COc1ccc(-c2ccc(S(=O)(=O)N3CCOCC3)cc2)cc1 | 0 | -3 | -1 | 0.0 | -3 | 27 | 97 | 11 | 2 | 91 | -3
c1ccc(CNc2ncnc3c2cnn3-c2ccccc2)cc1 | 0 | -5 | -2 | 0.4 | -7 | 35 | 99 | 7 | 4 | 102 | -5
CN(C(=O)CSc1nnnn1-c1ccc(O)cc1)C1CCS(=O)(=O)C1 (stereo unspecified) | -4 | -2 | 2 | 0.8 | -4 | 13 | 98 | 13 | 2 | 104 | -1
CCCCN1C[C@H](O)[C@@H](O)[C@H](O)[C@H]1CO | 0 | -3 | -2 | 0.2 | -4 | 17 | x | x | -1 | x | -8
CCOC(=O)c1cc2n(n1)C(C(F)(F)C(F)(F)F)CC(C)N2 (stereo unspecified) | -7 | -4 | -11 | 0.9 | 0 | 25 | 98 | 8 | 4 | 99 | -9
N#Cc1cc2cc3c(cc2nc1N1CCOCC1)OCO3 | -10 | 0 | -12 | 0.3 | 0 | 22 | 102 | 35 | 53 | 99 | -4
COc1ccc(OC)c(C2=NOC(C(=O)NCCN3CCOCC3)C2)c1 (stereo unspecified) | 0 | 0 | -2 | 0.4 | -1 | 26 | 90 | 12 | 1 | 89 | 0
O=C(CSc1nnc(-c2ccc(O)cc2)o1)N1CCOCC1 | 4 | 5 | 9 | 0.1 | 3 | 13 | 100 | 20 | 1 | 103 | 7
COCCN1C(=O)c2ccccc2C(C(=O)NCCCN2CCCC2)C1c1c[nH]c2ccccc12 (stereo unspecified) | -12 | -2 | -15 | 0.5 | 3 | 21 | 34* | 15 | 30 | 38* | -6

Continued, starting with the last 3 of the part before.
SMILES | Bim-Bcl-2 | Bcl-XL Bim block | Bfl-1 Bim block | ABCB1 block | Bcl-W Bim block | GSH bead fluor | RGS7-Gao reg | Avidin bead fluor | ABCG2 block | RGS4-Gao reg | Bim-Bcl-B
COc1ccc(OC)c(C2=NOC(C(=O)NCCN3CCOCC3)C2)c1 (stereo unspecified) | 0 | 0 | -2 | 0.4 | -1 | 26 | 90 | 12 | 1 | 89 | 0
O=C(CSc1nnc(-c2ccc(O)cc2)o1)N1CCOCC1 | 4 | 5 | 9 | 0.1 | 3 | 13 | 100 | 20 | 1 | 103 | 7
COCCN1C(=O)c2ccccc2C(C(=O)NCCCN2CCCC2)C1c1c[nH]c2ccccc12 (stereo unspecified) | -12 | -2 | -15 | 0.5 | 3 | 21 | 34* | 15 | 30 | 38* | -6
CC(NC(=O)Cn1cccc1C(=O)c1ccccc1)c1ccc2c(c1)OCCO2 (stereo unspecified) | -2 | -3 | -5 | 0.0 | -1 | 18 | 114 | 10 | -2 | 110 | -6
CCOc1ccc2[nH]c(=O)c(CN(CC3COCCO3)C(=O)C3CC3)cc2c1 (stereo unspecified) | 0 | 0 | -2 | 1.0 | 1 | 21 | 103 | 39 | -12 | 104 | 2
O=C(Cc1cccc2ccccc12)NNC(=O)c1cccs1 | -1 | 2 | 0 | 0.3 | 0 | 21 | 101 | 20 | 1 | 100 | 0
Nc1nc(-c2ccc(Cl)cc2)cn1N | -7 | -9 | -16 | -1.2 | -2 | 24 | 99 | 15 | -2 | 99 | -10
O=C(CN1C(=O)c2ccccc2C1=O)NCC(=O)OCC(=O)c1ccc(Cl)cc1 | 4 | 5 | 4 | 0.0 | 6 | 22 | 105 | 13 | 0 | 106 | 0
CCOC(=O)N1CCN(C(=O)CCc2ccc(S(=O)(=O)NCCc3ccccc3)cc2)CC1 | -1 | -1 | -3 | 0.3 | -3 | 28 | 97 | 6 | -1 | 96 | -1
Cc1nn(C)c(C)c1NC(=O)c1ccc(Cl)cc1 | -9 | -6 | -11 | 0.1 | 0 | 43 | 100 | 5 | 0 | 97 | -5
Cc1cc(=O)oc(C)c1C(=O)N1CCN(C(c2ccccc2)c2ccccc2)CC1 | -3 | -4 | -12 | 0.2 | 2 | 67 | 94 | 8 | 0 | 96 | -2
CC1CN(c2nc(-c3ccccc3)nc3ccccc23)CC(C)O1 (stereo unspecified) | -9 | -9 | -8 | 0.0 | -6 | 13 | 99 | 24 | 0 | 103 | -8
Clc1ccccc1CN1CCC(Cc2ccccc2)CC1 | -10 | -4 | -8 | 0.9 | -2 | 13 | 105 | 11 | 2 | 101 | -7
CCNC(=O)C/C(C)=N/NC(=O)C(=O)Nc1ccc(CC)cc1 | -5 | -6 | -6 | -1.5 | -1 | 13 | 103 | 11 | -3 | 102 | -4
O=C(O/N=C1\CCCc2ccccc21)C1CC1 | 0 | 0 | -1 | 0.0 | 0 | 16 | 104 | 13 | 1 | 105 | 0
COCC(C)NC(=O)c1oc2c(c1C)C1(CCC2)SCCS1 (stereo unspecified) | -1 | -7 | 0 | 0.8 | -4 | 11 | 112 | 3 | 7 | 112 | -9
Cc1ccccc1NC(=O)COC(=O)c1c[nH]c(=O)[nH]c1=O | -4 | 1 | -4 | -0.1 | -1 | 15 | u | 11 | 2 | 103 | -2
C=CCn1c(SCC(N)=O)nc(C)cc1=O | 1 | -2 | -2 | 0.2 | -1 | 12 | 98 | 37 | 1 | 94 | -2
COc1ccc(N2CCN(S(=O)(=O)c3ccc(Cl)c(C(F)(F)F)c3)CC2)cc1 | -13 | -8 | -19 | -0.6 | -2 | 27 | 110 | 13 | -5 | 111 | -8
CC1(c2ccccc2)CC(C)(C)N(C(=O)c2cc([N+](=O)[O-])cc([N+](=O)[O-])c2)c2ccccc21 (stereo unspecified) | 2 | -6 | -1 | 1.7 | -1 | 3 | 104 | 14 | -1 | 102 | -5
COc1ccc(CCNCc2ccc(OCC(=O)N3CCCCC3)c(OC)c2)cc1OC | -2 | -4 | -8 | -0.1 | -5 | 23 | 103 | 9 | 0 | 103 | -4
COCCN(C(=O)Cc1cccs1)c1nnc(-c2cccnc2)s1 | 1 | -1 | -1 | 1.7 | -2 | 19 | 98 | 7 | 6 | 91 | -3
O=c1[nH]c2c(s1)C=Nc1ccccc1N2 | -4 | 0 | 1 | -0.8 | 2 | 26 | 96 | 9 | -5 | 97 | -2
COc1ccc(C(=O)Cn2ccsc2=NC(C)=O)cc1 | 0 | -3 | -7 | -0.5 | -3 | 13 | 101 | 9 | 0 | 101 | -4
CC(C)CN(C(=O)COC(=O)c1ccc(-c2ccccc2)cc1)C1CCS(=O)(=O)C1 (stereo unspecified) | -3 | -2 | -6 | 1.8 | -2 | 12 | 98 | 11 | 5 | 101 | -4
COc1cc(/C=C2\C(=O)N(c3ccc(NC(C)=O)cc3)N=C2c2ccccc2)ccc1O | -1 | -3 | 2 | 0.0 | -1 | 15 | u | 131* | -9 | 133 | -6
CCNc1ccc(S(=O)(=O)NCCN(C)C)cc1[N+](=O)[O-] | -2 | -2 | -2 | 0.5 | 0 | 13 | u | 8 | 2 | 99 | -3
O=S(NCc1ccccc1)C12CC3CC(CC(C3)C1)C2 (stereo unspecified) | -13 | -13 | -13 | 0.6 | -1 | 32 | 102 | 11 | 12 | 102 | -12
COc1ccc(C2NC(=O)C(C)S2)cc1 (stereo unspecified) | -3 | -2 | -6 | 0.2 | 1 | 10 | 136 | 51* | 1 | 96 | -4
NC(=O)c1ccsc1NC(=O)CN1C(=O)C2CC=CCC2C1=O (stereo unspecified) | -9 | -9 | -18 | 3.0 | -4 | 37 | 103 | 19 | 12 | 104 | -11
CN(C)C(=O)COC(=O)c1ccccc1NC(=O)c1ccco1 | -2 | -1 | -7 | 0.7 | 0 | 16 | 95 | 21 | 2 | 79 | -1
Cc1ccsc1/C=N/NC(=O)c1sccc1C | -1 | 1 | -2 | -0.1 | 0 | 22 | 100 | 7 | 1 | 102 | 1
Cc1cc(/C=N/n2cnnc2)c(C)n1-c1ccccc1 | -5 | -3 | -4 | 0.3 | 0 | 12 | 100 | 37 | 1 | 101 | -3
CCOc1nc2ccccc2cc1/C=C/C(=O)O | -4 | -4 | -8 | 0.0 | 0 | 55 | 100 | 27 | 1 | 100 | -4
COC(=O)c1cc(NC(=O)c2ccc(F)cc2)cc(C(=O)OC)c1 | -2 | -1 | -7 | 0.6 | 0 | 8 | 106 | 9 | 3 | 104 | -2
CCCC1NC(=O)NC(C)=C1C(=O)OCC (stereo unspecified) | -3 | 1 | -9 | 0.7 | 5 | 46 | 99 | 6 | 2 | 97 | -2
Cc1ccc(OCC(=O)N2c3ccccc3CC2C)c([N+](=O)[O-])n1 (stereo unspecified) | -4 | -2 | -7 | 0.2 | -4 | 12 | 99 | 9 | 25 | 100 | -5
O=C(Nc1cc([N+](=O)[O-])ccc1F)c1cccs1 | 0 | -4 | -2 | 0.0 | -2 | 8 | 107 | 11 | 3 | 105 | -5
CCOC(=O)C1=C(CC)Nc2ccccc2N=C1NC(=O)c1ccc(S(=O)(=O)N2CCCC2)cc1 | -3 | 0 | -5 | 0.6 | 2 | 16 | u | 8 | 1 | 101 | -2
O=C(Nc1nccs1)c1cccc(NC(=O)c2ccco2)c1 | -6 | -3 | 0 | 0.0 | -1 | 28 | 101 | 4 | 15 | 100 | 1
O=C(Nc1ccc(S(=O)(=O)NCc2ccccc2)cc1)c1ccc(Br)o1 | 5 | 2 | 4 | -0.6 | 1 | 14 | 99 | 5 | -1 | 104 | 0
O=C1c2cnc3nc(SCc4cccc(Cl)c4)nn3c2CC2c3ccccc3CCN12 (stereo unspecified) | -5 | -6 | -14 | 7.2 | -11 | 29 | 99 | 12 | 44 | 102 | -14
O=C(NCCc1ccccc1)C1CCN(S(=O)(=O)c2ccc(-n3cnnn3)cc2)CC1 | -8 | -3 | -10 | 0.4 | -3 | 39 | 100 | 14 | 2 | 102 | -5
COc1cccc(C(C(=O)NC(C)(C)C)N(CCC(C)C)C(=O)CCC(=O)Nc2cc(C)on2)c1OC (stereo unspecified) | 0 | 6 | -2 | 0.4 | 4 | 25 | 103 | 10 | 1 | 102 | -3
Clc1ccccc1-c1nc(-c2ccccc2)n[nH]1 | -2 | 0 | 0 | 0.5 | 0 | 16 | 99 | 9 | 5 | 99 | 0
O=C(NC(=S)Nc1nc2c(s1)CSc1ccccc1-2)c1ccccc1 | -1 | -2 | -3 | -0.1 | 0 | 5 | 104 | 6 | 0 | 101 | -7
Cc1ccc(CN2CCN(/N=C/c3ccc(C)s3)CC2)c(C)c1 | -6 | -5 | -2 | 0.2 | -1 | 6 | 101 | 2 | 1 | 100 | -4

Compounds were not picked by outcome; overall some 1.3% were active at least once.
